Bioassay records deposited in PubChem by National Center for Advancing Translational Sciences (NCATS).
ALOX12 inh: inhibitors of human 12S-lipoxygenase ALOX12. P18054. Potency, µM (series often up to 108 µM), for inactives: at the top dose activity change, negative = inhibition, usual class: inhibitors. purified 12hLO, xylenol orange hydroperoxide absorbance. 580,000 tested, 1.1% active. AID 1671190; also: potency is read from the fitted curve at half-maximal effect; % is scaled to controls: 0 for no effect and ±100 for the full control effect
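Hydroperoxide product was detected by ferrous iron/xylenol orange as the 573 to 405 nm absorbance ratio. Arachidonic acid at 40 uM (final) was turned over for 30 min at room temperature by 150 nM human 12hLO, pH 7.0 Hepes buffer, after 15 min compound preincubation.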
POLI inh: inhibitors of human DNA polymerase iota | 390,000 tested, 1% active | Potency, µM (top dose mostly 115 µM), inactives show at the highest dose activity, negative = inhibition, most hits filed as inhibitors | Pol iota fluorescent replication assay, 10 min | Q9UNA4 | AID 588590; also: potency is read from the fitted curve at half-maximal effect
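Pol iota at 10 nM preincubated 15 min with compounds at room temperature; reaction started with fluorescent substrate, 50 nM final. Fluorescence read kinetically at 0 and 10 min; buffer-only wells as negative control.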
Anesthetic bind: candidate novel general anesthetic via apoferritin binding; apoferritin/1-aminoanthracene competitive binding, fluorescence; Potency, µM (series often up to 77.5 µM), for inactives: at the highest dose activity change, negative = displacement, usual class: inhibitors; 350,000 tested, 0.074% active; AID 485281; also: potency is read from the fitted curve at half-maximal effect; % is scaled to controls: 0 for no effect and ±100 for the full control effect; nearly all actives have a fitted effect of over 20% in size
Target sequence (P02791 2-175 limits assumed): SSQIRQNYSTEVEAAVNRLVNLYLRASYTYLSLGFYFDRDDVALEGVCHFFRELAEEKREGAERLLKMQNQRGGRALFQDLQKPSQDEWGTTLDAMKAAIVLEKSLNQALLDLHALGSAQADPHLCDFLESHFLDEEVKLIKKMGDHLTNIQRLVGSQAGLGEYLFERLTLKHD
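Steps: apoferritin (10 uM) was premixed with half-saturated 1-AMA in PBS, compounds were pin-transferred, plates stood 10 min at room temperature, fluorescence was read at 380/535 nm, and curves were fitted with a Hill equation.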
ERG Ets-DNA blk: inhibitors of human ERG Ets domain-DNA interaction | P11308 | AID 624246 | Potency, µM (doses to about 76.9 µM), without a hit: at the highest dose FP activity, negative = inhibition, most hits filed as inhibitors | fluorescence polarization, His-ERG Ets domain / labelled DNA | 370,000 tested, 0.028% active; active = well fitted inhibition curve with a large enough effect in the polarisation, with a control signal flat; inconclusive = small, poorly fitted or top-dose-only effect, or effect the other way, or a change in a side signal; inactive = no such curve, though single readings can be large or run the other way; the % refers to the polarisation;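 also: polarization taken with two DNA probes labelled with fluorescein and Texas red; potency is read from the fitted curve at half-maximal effect; % of control where 0% means no effect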
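His-tagged ERG Ets domain (1 uM in the protein solution; 300mM KCl, 50mM Tris-HCl, 1mM EDTA, 1mM DTT, pH 7.5) received compound, then a probe mix of 5 nM fluorescein-DNA and 100nM Texas-615-DNA. Fluorescence polarization was read for both dyes.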
TRHR agonist: activates the human TRH receptor | P34981 | TRHR cells, calcium flux fluo-8, FDSS agonist mode | activation, % at 2 µM | 360,000 tested, 0.18% active; in the data active = activation above about 30%; also: 0% is about no effect
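TRHR-expressing cells, plated overnight in medium with 10% serum, were loaded with fluo-8 calcium dye at room temperature. After a 10 s baseline, library compound was pin-added and calcium release was recorded kinetically (ex 480/em 530) as agonist response.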
POLB inh: DNA polymerase beta (human) inhibition; Potency, µM (doses to about 114 µM), inactives show at the highest dose activity change, negative = inhibition, actives largely listed as inhibitors; AID 485314; 340,000 tested, 1.3% active; Pol beta primer extension/strand displacement, fluorescence kinetic; P06746; also: potency is read from the fitted curve at half-maximal effect; % is scaled to controls: 0 for no effect and ±100 for the full control effect
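Preincubation: enzyme (10 nM) with compound, 15 min, RT. Reaction: substrate added to 50 nM final. Reads: 0 and 10 min. Analysis: normalized, Hill fit.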
BLM inh: Bloom syndrome helicase (human) inhibition; AID 2528; 350,000 tested, 0.2% active; recombinant BLM DNA unwinding, fluorescence dequenching; Potency, µM (top dose mostly 56.1 µM), for inactives: at the highest dose activity change, negative = inhibition, most hits filed as inhibitors; P54132;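 also: potency is read from the fitted curve at half-maximal effect; plate controls were vehicle for no effect and no enzyme for full effect; nearly all actives have a fitted effect of over 35% in size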
APE1 inh: APE1 (human) endonuclease inhibition | AID 2517 | Potency, µM (doses to about 65.8 µM), inactives show at the highest dose activity change, negative = inhibition, usual class: inhibitors | 350,000 tested, 0.35% active | recombinant APE1, TAMRA/BHQ-2 abasic DNA cleavage fluorescence | P27695;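 also: potency is read from the fitted curve at half-maximal effect; plate controls were vehicle for no effect and reference inhibitor for full effect; nearly all actives have a fitted effect of over 55% in size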
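Enzyme (0.75 nM final) and test compound are incubated 15 min at room temperature before adding 50 nM quenched THF abasic-site duplex. Cleavage dequenches TAMRA, followed at 525/598 nm over three reads one minute apart.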
POLK inh: DNA polymerase kappa (human) inhibition. Q9UBT6. purified Pol kappa, fluorescent DNA synthesis assay, 10 min. Potency, µM (titrated, usually from 107 µM), for the others: at the top dose activity, negative = inhibition, most hits filed as inhibitors. 400,000 tested, 0.53% active. AID 588579; also: potency is read from the fitted curve at half-maximal effect; % is scaled to controls: 0 for no effect and ±100 for the full control effect
Target sequence (Q9UBT6 whole entry, looked up): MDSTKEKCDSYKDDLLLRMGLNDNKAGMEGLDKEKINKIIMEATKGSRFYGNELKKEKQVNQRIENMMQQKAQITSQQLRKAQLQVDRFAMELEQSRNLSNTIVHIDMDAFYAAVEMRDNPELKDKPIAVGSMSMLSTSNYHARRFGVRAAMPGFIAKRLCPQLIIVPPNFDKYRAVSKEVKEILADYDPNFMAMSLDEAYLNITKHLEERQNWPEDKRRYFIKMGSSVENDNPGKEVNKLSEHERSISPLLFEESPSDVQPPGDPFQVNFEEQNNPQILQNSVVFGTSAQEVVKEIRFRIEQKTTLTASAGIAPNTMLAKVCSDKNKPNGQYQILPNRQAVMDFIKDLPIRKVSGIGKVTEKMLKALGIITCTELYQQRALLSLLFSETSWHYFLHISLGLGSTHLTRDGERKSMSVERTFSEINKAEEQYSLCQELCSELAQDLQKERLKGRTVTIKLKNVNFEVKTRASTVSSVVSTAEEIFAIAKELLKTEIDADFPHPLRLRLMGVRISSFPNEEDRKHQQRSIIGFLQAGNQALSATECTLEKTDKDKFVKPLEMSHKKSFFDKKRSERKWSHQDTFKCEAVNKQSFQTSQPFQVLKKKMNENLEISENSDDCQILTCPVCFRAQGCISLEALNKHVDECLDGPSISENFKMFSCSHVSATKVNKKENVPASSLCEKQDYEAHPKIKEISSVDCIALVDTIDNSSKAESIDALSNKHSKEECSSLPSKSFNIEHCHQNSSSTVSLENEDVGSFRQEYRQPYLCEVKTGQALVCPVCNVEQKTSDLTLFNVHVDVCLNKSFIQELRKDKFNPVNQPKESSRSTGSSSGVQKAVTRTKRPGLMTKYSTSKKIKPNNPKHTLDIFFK
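First, compounds were pin-transferred onto 10 nM Pol kappa. After 15 min at room temperature, substrate was added to 50 nM final. Fluorescence was then measured kinetically at 0 and 10 min.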
* hit, by the source's call; ? = inconclusive; nt = no result given; [ ] = remark or other dose. Unless noted, calls follow the shape of the dose curve; as a rule, active = well fitted curve in the direction sought with a large enough effect; inconclusive = small, poorly fitted or top-dose-only effect, or another doubt; inactive = no such curve, though single readings can be large; an effect the other way counts as inactive or inconclusive.

Compound	ALOX12 inh	POLI inh	Anesthetic bind	ERG Ets-DNA blk	TRHR agonist	POLB inh	BLM inh	APE1 inh	POLK inh
CCn1nc(C(=O)NNC(=O)CCOc2cc(C)ccc2C)c2ccccc2c1=O	6%	19%	-7%	1%	-1.4	73%	-1%	-4%	-21%
COc1ccc(-c2nnc(SCC(=O)Nc3ccc4c(c3)OCCO4)n2N)cc1OC	-4%	4%	-15%	10%	0.0	-9%	-1%	-2%	-6%
O=[N+]([O-])c1cc(-c2nc(-c3cccnc3)no2)ccc1NCc1ccccc1	-16%	1%	-7%	-2%	0.9	?	-6%	nt	-29%
CCOc1ccc(NC(=O)CN2CCSc3ccc(S(=O)(=O)N4CCCC4)cc32)cc1	-25%	-13%	-4%	-7%	-0.6	-8%	-8%	nt	-7%[60.1 µM]
CN(CC1CCOCC1)C(=O)CC1C(=O)NCCN1Cc1ccccc1F (stereo not given)	12%	?	0%	-5%	0.7	?	-1%	-8%	-6%
Cc1cc(Nc2cccc(C)c2C)n2ncnc2n1	9%[57.4 µM]	-10%	4%	14%	-0.6	-17%	4%	0%	-23%
O=C(Cn1nc(C(=O)O)c2ccccc2c1=O)Nc1nc(-c2ccccc2)cs1	-14%	36%[activator]	4%	9%	0.6	1%	-9%	-4%	4%
CCOc1ccc(NC(=O)CN2CCN(CC(=O)Nc3ccc(C(=O)OC)cc3)CC2)cc1	13%	-4%	0%	2%	-0.4	-2%	-5%	0%	-6%
O=C(c1cc2ccccn2n1)N1CCN(c2cccc(C(F)(F)F)c2)CC1	16%	-3%[58.9 µM]	-5%	-2%	-0.9	16%	-2%	-4%	-2%
CCCCNC(=O)C1CCN(S(=O)(=O)N2CCOCC2)CC1	-9%	-3%	-3%	-4%	-0.2	44%	0%	26%	0%
CN(C(=O)c1nn(C)c2c1CSc1ccccc1-2)c1ccccc1Cl	-2%	-4%	-15%	0%	-0.4	-15%	-7%	0%	-21%
COCCN(C(=O)c1ccc(NC2CC2)c([N+](=O)[O-])c1)c1c(N)n(CC(C)C)c(=O)[nH]c1=O	170%[activator]	14%	nt	11%	0.3	nt	nt	-11%	11%
Cc1ccc(-c2nn3cnnc3c3ccccc23)cc1	-4%	57%[activator]	-11%	2%	-0.7	52%	-5%	3%	7%
CC(C)CN(C(=O)c1ccc(-n2cncn2)c([N+](=O)[O-])c1)C1CCS(=O)(=O)C1 (stereo not given)	-6%	22%	nt	-1%	0.8	nt	nt	32%	-9%
Cc1cccc(N2CCN(S(=O)(=O)c3c(C)[nH]c(C)c3C(=O)N3CCCCC3)CC2)c1C	43%[activator]	9%	-21%	2%	1.0	0%	-5%	57%	4%

Compound	ALOX12 inh	POLI inh	Anesthetic bind	ERG Ets-DNA blk	TRHR agonist	POLB inh	BLM inh	APE1 inh	POLK inh
O=C(Nc1ccc(N2CCN(C(=O)c3cccs3)CC2)cc1)c1ccc(F)cc1	5%	9%	3%	8%	-0.4	17%	-7%	-5%	-12%
S=C(Nc1ccccc1)N1CCN(C2CCCCC2)CC1	-20%	-2%	-5%	-5%	0.5	-29%	-1%	1%	-14%
CCOc1ccc(CNS(=O)(=O)c2ccc3c(c2)CCCN3C(C)=O)cc1	2%	33%[activator]	-2%	-3%	0.5	-1%	-1%	nt	-6%[60.1 µM]
Cc1ccc(C(=O)OCC(=O)N(CC(C)C)c2c(N)n(Cc3ccccc3)c(=O)[nH]c2=O)cc1[N+](=O)[O-]	-17%	16%	nt	2%	0.3	nt	nt	-12%	-17%
Cc1nn(CC(=O)Nc2c(C)n(C)n(-c3ccccc3)c2=O)c(C)c1[N+](=O)[O-]	33%[activator]	165%[activator]	-8%	-17%	-0.1	5%	1%	1%	-4%
Cc1ccc(CSCCNC(=O)CSc2ccccc2)cc1	-16%	42%[activator]	-2%	6%	-0.7	?	-1%	-7%	3%
Cc1ccc(-c2nc(C)c(CCNC(=O)C(=O)Nc3ccc4c(c3)OCCO4)s2)cc1	0%	9%	-13%	-1%	0.4	2%	-6%	nt	-4%[60.1 µM]
CCOc1ccc2nc(NC3=NC(c4ccc(OC)cc4)CC(=O)N3)nc(C)c2c1 (stereo not given)	?	14%	-19%	nt	0.1	33%	-14%	?	-12%
O=C(NCCCSc1ccccc1)c1cccnc1	-13%	109%[activator]	?	-9%	-2.7	31%	-5%	-4%	-12%
CCn1cc(C2=NC(c3ccccc3)CO2)c2ccccc21 (stereo not given)	2%	-8%	-5%	23%	0.9	?	-6%	?	-12%
Cc1ccc(C)c(N2CCN(C(=O)CCc3nc(-c4cccc(C(F)(F)F)c4)no3)CC2)c1	-17%	-6%	nt	7%	nt	nt	nt	-11%	-14%
Cc1ccc(CCNC(=O)C2CCN(S(=O)(=O)N3CCCC3)CC2)cc1	0%	-1%	-6%	nt	0.2	16%	0%	-5%	-6%
COc1ccc(CN(C)CC(O)COc2ccc(-c3ccccc3)cc2)cc1OC (stereo not given)	?	?	0%	2%	1.8	4%	2%	21%	-7%
CCOC(=O)C1(CCCc2ccccc2)CCN(C(=O)C2CCCN(C(N)=O)C2)CC1 (stereo not given)	8%	53%[activator]	7%	-4%	0.2	1%	-4%	2%	-3%
Cc1ccc(CC(=O)OCC(=O)NC2CCCC(C)C2C)cc1C (stereo not given)	-3%	2%	?	1%	2.5	4%	-5%	-3%	-21%

Compound	ALOX12 inh	POLI inh	Anesthetic bind	ERG Ets-DNA blk	TRHR agonist	POLB inh	BLM inh	APE1 inh	POLK inh
Cc1nccc(-c2ccc(-n3cnc4ccccc43)cc2)n1	4%	?	-17%	6%	-0.5	-2%	-9%	0%	-8%
Cc1ccc(Cl)cc1NC(=O)CN1C(=O)NC(C)(C2CC2)C1=O (stereo not given)	274%[activator]	1%	nt	7%	nt	nt	nt	4%	5%
CC(C)OC(=O)c1cccnc1SCC(=O)N(C)c1ccccc1	18%	10%	-23%	1%	0.1	33%	-2%	16%	-15%
CCCCn1c(CNC(=O)Cc2ccccc2)nc2ccccc21	-2%[57.4 µM]	-1%	-5%	0%	-0.6	6%	4%	0%	-20%
Cc1cccc(NC(=O)c2cc(S(=O)(=O)N3CCCCC3)ccc2Cl)n1	3%	21%	nt	-1%	-0.1	nt	nt	-2%	-3%
Cc1ccccc1-c1nc2ccccc2[nH]1	-1%	17%	-3%	15%	0.8	-8%	2%	8%	-2%
CC(=O)N=c1sc2cc(C)ccc2n1C	-20%	11%	-1%	nt	0.2	-12%	2%	-2%	-5%[60.1 µM]
Clc1ccc(OC2CCN(Cc3nc(CC4CC4)no3)CC2)cc1	-15%	20%	-12%	1%	-0.9	12%	-6%	2%	-5%
COc1ccc(Nc2cc(C)nc(-n3nc(C)cc3C)n2)cc1Cl	-22%	15%	-9%	1%	-0.1	?	-4%	nt	-10%[60.1 µM]
Cc1cc(C(=O)N2CCC(C)CC2)on1	10%	0%	-7%	-9%	0.3	34%	-2%	10%	-11%
COC1CCN(C(=O)CC2C(=O)NCCN2CC(C)(C)C)CC1 (stereo not given)	3%	-25%	5%	-14%	-2.7	-12%	-3%	8%	-8%[60.1 µM]
Cc1ccccc1Oc1ccccc1N	-11%	21%	?	-2%	-0.5	35%	-2%	16%	-16%
Cc1cc(C)cc(-c2nnc(SCc3ccc(C(=O)O)cc3)o2)c1	?	-12%	-10%	4%	0.1	-7%	-7%	3%	3%
O=C(OCCCc1cc2ccccc2c(=O)o1)N1CCOCC1	6%	9%	nt	-2%	nt	nt	nt	-3%	5%
COC(=O)c1cscc1NC(C)=O	3%	18%	-7%	8%	0.8	1%	-3%	-4%	-3%

For reference, 2 of the compounds above:
Compound	ALOX12 inh	POLI inh	Anesthetic bind	ERG Ets-DNA blk	TRHR agonist	POLB inh	BLM inh	APE1 inh	POLK inh
Clc1ccc(OC2CCN(Cc3nc(CC4CC4)no3)CC2)cc1	-15%	20%	-12%	1%	-0.9	12%	-6%	2%	-5%
COc1ccc(Nc2cc(C)nc(-n3nc(C)cc3C)n2)cc1Cl	-22%	15%	-9%	1%	-0.1	?	-4%	nt	-10%[60.1 µM]

Continuation:
Compound	ALOX12 inh	POLI inh	Anesthetic bind	ERG Ets-DNA blk	TRHR agonist	POLB inh	BLM inh	APE1 inh	POLK inh
CS(=O)(=O)c1ccccc1C(=O)Nc1ccc(-c2nc3ccccc3o2)cc1	6%	23%	-4%	4%	0.0	16%	-10%	0%	10%
CCC(=O)n1nc(-c2ccc(Cl)cc2)nc1SC	-26%	5%	-15%	0%	-0.1	7%	2%	-5%	1%
COc1ccc(/C=C/C(=O)Nc2cc(C)nn2-c2nc3ccccc3n2Cc2cccc([N+](=O)[O-])c2)cc1	-2%	2%	-2%	-8%	-0.7	11%	-3%	0%	-16%
CCC1CCc2sc(C(=O)NC3CCN(Cc4ccccc4)CC3)cc2C1 (stereo not given)	?	14%	nt	-7%	0.7	nt	nt	-18%	-22%
C=CCNC(=O)c1c(CSc2ccc(Cl)cc2)noc1C(=O)NCCC	-19%	-5%	nt	-5%	nt	nt	nt	nt	-9%
Cc1cccc(NS(=O)(=O)c2ccc3[nH]c(=O)cc(C(=O)OC(C)C(=O)Nc4ccc([N+](=O)[O-])cc4)c3c2)c1 (stereo not given)	2%	-2%	?	3%	-0.9	0%	-4%	-8%	0%
CC(C)[C@H](NC(=O)N1CC(=O)Nc2ccccc21)C(=O)N[C@@H](Cc1c[nH]c2ccccc12)C(=O)O	-17%	9%	-6%	7%	-0.1	18%	0%	6%	-9%
Cc1c(OCC(=O)NC(Cc2ccc(Cl)cc2)C(=O)O)ccc2c1oc(=O)c1ccccc12 (stereo not given)	?	5%	-5%	-1%	0.4	0%	-6%	4%	-17%
O=C(N/N=C\c1ccc(Sc2ccccn2)o1)c1cccc(F)c1	-17%	2%	-23%	1%	-0.5	0%	-4%	-3%	1%

This is a subset (hit frequency here may not be typical).
